# Screening results as filed in PubChem BioAssay.
# Apaf1 inhib – inhibitors of human Apaf-1 apoptosome, primary screen, biochemical, DEVD-Rh110 fluorescence, uHTS; Apoptotic protease-activating factor 1 (Homo sapiens), O14727; inhibition, % at 20 µM; reconstituted apoptosome caspase-3 activity; 330,000 tested, 0.71% active; active = inhibition of at least 40% at 20 µM;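 also: plate controls were DMSO wells for no effect and DEVD-CHO caspase inhibitor wells for full effect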
# Target sequence (O14727 whole entry, looked up): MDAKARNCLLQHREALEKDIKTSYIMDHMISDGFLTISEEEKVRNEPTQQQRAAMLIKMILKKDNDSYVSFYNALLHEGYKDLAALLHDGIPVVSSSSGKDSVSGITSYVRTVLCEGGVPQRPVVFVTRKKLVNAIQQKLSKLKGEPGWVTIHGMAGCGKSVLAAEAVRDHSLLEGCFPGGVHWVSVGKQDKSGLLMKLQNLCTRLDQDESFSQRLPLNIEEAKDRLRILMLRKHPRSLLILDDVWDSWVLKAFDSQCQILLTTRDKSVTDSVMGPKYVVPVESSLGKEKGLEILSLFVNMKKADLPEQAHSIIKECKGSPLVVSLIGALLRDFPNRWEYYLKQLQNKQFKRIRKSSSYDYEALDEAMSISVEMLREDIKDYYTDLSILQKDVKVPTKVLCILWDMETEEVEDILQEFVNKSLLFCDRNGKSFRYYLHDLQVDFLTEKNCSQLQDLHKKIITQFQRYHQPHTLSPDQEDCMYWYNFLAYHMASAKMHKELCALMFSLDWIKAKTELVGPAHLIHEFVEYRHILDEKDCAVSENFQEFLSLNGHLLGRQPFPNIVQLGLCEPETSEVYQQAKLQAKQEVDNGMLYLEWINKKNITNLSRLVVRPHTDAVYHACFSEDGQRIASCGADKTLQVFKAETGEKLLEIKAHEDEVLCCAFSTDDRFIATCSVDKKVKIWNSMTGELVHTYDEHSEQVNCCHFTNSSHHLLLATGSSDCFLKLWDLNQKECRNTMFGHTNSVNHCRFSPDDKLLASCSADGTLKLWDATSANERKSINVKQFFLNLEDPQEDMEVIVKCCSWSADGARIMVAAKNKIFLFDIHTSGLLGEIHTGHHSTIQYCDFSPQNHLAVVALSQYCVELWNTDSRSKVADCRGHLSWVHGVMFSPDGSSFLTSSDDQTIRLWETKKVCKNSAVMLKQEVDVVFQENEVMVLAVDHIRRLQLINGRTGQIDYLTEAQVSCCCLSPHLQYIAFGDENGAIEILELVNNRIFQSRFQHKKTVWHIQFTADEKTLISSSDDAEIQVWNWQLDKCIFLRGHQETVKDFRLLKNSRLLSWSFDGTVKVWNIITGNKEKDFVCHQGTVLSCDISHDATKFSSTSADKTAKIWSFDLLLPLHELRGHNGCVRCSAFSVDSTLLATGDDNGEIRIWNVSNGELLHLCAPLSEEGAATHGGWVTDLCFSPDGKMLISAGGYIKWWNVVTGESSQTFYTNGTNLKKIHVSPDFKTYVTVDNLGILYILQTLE
#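 Medium: Hepes buffer, pH 7.5 / System: biochemical Apaf-1 apoptosome reconstitution / Measured by: Rh110 fluorescence, excitation 480 nm, emission 540 nm / Times: compound with Apaf-1, dATP, procaspase-3 30 min, then 50 min reaction, room temperature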
# mIAP act – activators of mouse IAP, primary screen, biochemical, luminescence, uHTS | muIAP, CDP-Star luminescence, 30 min; stronger effect = higher value; 1 = vehicle-only enzyme signal, 0 = enzyme-free wells | activation factor at 10 µM | 330,000 tested, 0.24% active;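 active = activation factor of at least 2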; also: the source names both 10 and 20 µM as test concentration; values of inactives mirror those of a sister screen read the other way
#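 Assay system: mouse IAP enzyme; Reagent: CDP-Star chemiluminescent phosphatase substrate; Compound: DMSO-dissolved test compounds; Incubation: 30 min, room temperature; Technique: luminescence from enzymatic CDP-Star hydrolysis; Controls: DMSO-only wells and no-enzyme negative control.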
# hIAP block – human IAP inhibitors, primary screen, biochemical, luminescence, uHTS | inhibition, % at 10 µM | Intestinal-type alkaline phosphatase (Homo sapiens), P09923 | 330,000 tested, 0.12% active | purified IAP, CDP-Star luminescence, 30 min | AID 2544, 2010;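 active = inhibition reaching a set limit with compound at 10 µM in the primary screen, cut at about 35% in these data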;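 also: plate controls were DMSO wells with enzyme for no effect and no-enzyme buffer wells for full effect; values of inactives mirror those of a sister screen read the other way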
# TIM10 inh – growth inhibitors of isogenic TIM10 control yeast, primary screen, counter-screen for tim10-1 yeast inhibitor project, luminescence, uHTS; S. cerevisiae TIM10 strain growth, BacTiter-Glo luminescence, 24 h; inhibition, % at 10 µM; AID 463195, 2010; 330,000 tested, 1.4% active;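 active = inhibition of 40% or more at the single tested concentration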;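 also: wild-type TIM10 isogenic control strain grown at permissive 25 °C; 0% = DMSO yeast wells and 100% = minimal medium wells without yeast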
# mIAP block – inhibitors of mouse IAP, primary screen, biochemical, luminescence, uHTS | AID 2806, 2010 | inhibition, % at 10 µM | 330,000 tested, 0.2% active | purified mouse IAP, CDP-Star luminescence, 30 min | intestinal alkaline phosphatase [Mus musculus];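 active = inhibition of at least 40% at 10 µM in the primary screen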;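 also: plate controls were DMSO with enzyme for no effect and no enzyme wells for full effect; values of inactives mirror those of a sister screen read the other way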
# tim10-1 inh – growth inhibitors of tim10-1 mutant yeast, primary screen, luminescence, uHTS. S. cerevisiae tim10-1 ts strain growth, BacTiter-Glo, 24 h. inhibition, % at 20 µM. 330,000 tested, 2.2% active;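 active = inhibition of at least 40%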;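 also: mutant grown at 25 °C; 0% = DMSO wells with yeast and 100% = wells holding no yeast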
# NLRP3 yeast inh – NALP3 inflammasome inhibitors in reconstituted yeast, primary screen, luminescence, uHTS | Yeast reconstituted NLRP3/ASC/caspase-1, beta-gal luminescence, 24 h | inhibition, % at 10 µM | 330,000 tested, 0.39% active;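 active = inhibition of 50% or more; inactive = inhibition below 50%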;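 also: plate controls were induced DMSO wells for no effect and uninduced yeast grown without galactose for full effect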
# hIAP act – human IAP activators, primary screen, biochemical, luminescence, uHTS; AID 2524, 2010; 330,000 tested, 0.16% active; activation factor at 10 µM; purified human IAP, CDP-Star luminescence, 30 min; stronger effect = higher value; 1 = vehicle-only enzyme, 0 = enzyme-free background;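 active = activation factor of the enzyme at least 2-fold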; also: the source names both 10 and 20 µM as test concentration; values of inactives mirror those of a sister screen read the other way
# ATG4B inh – ATG4B protease inhibitors, primary screen, biochemical, fluorescence, uHTS. Cysteine protease ATG4B (Homo sapiens), Q9Y4P1. ATG4B cleavage of LC3-PLA2, NBD-HPC fluorescence, 1 h. inhibition, % at 8.33 µM. 340,000 tested, 0.51% active. AID 504462, 2011; in the data active = inhibition above about 40%
# * = called active by the depositor; nt = not tested or not shown.
Compound | Apaf1 inhib | mIAP act | hIAP block | TIM10 inh | mIAP block | tim10-1 inh | NLRP3 yeast inh | hIAP act | ATG4B inh
Cc1cccc(NS(=O)(=O)c2cccc(C(=O)NCCCN3CCCC3=O)c2)c1 | 8 | 0.89 | -4 | -1 | 11 | -3 | -9 | 1 | 4
O=C/C=C/c1coc2ccc3ccccc3c2c1=O | 1 | 0.95 | -10 | 7 | 5 | 24 | 28 | 1.1 | -8
Cc1ccccc1OCC(=O)N/N=C/c1ccc(N(C)C)cc1 | 5 | 0.99 | 5 | 19 | 1 | 8 | 17 | 0.95 | -10
Cc1nn(C(C)(C)C)c(NC(=O)c2ccc(Cl)cc2Cl)c1Br | -14 | 1 | -18 | 13 | -1 | 15 | 3 | 1.2 | -9
Cc1ccc(-c2cc(=O)c3ccc(Cl)cc3[nH]2)cc1 | 2 | 1 | -1 | 8 | -1 | -11 | 4 | 1 | -3
CCC(=O)Nc1cccc(NC(=O)c2ccccc2Cl)c1 | -7 | 0.97 | -8 | 12 | 3 | 20 | 5 | 1.1 | 3
C/C=C(\C)C(=O)OC1CC(C)(C)C[C@H]2C3=CC[C@@H]4[C@@]5(C)CCC(O[C@@H]6O[C@@H](C(=O)O)[C@@H](O)C(O[C@@H]7OC[C@H](O)[C@@H](O)[C@@H]7O[C@@H]7OC(CO)C(O)[C@@H](O)[C@@H]7O)C6O[C@@H]6OC(CO)C(O)C(O)C6O)[C@@](C)(CO)[C@@H]5CC[C@]4(C)[C@]3(C)CC(O)[C@@]12CO (some centres undefined) | -1 | 0.94 | -21 | 0 | 6 | 28 | 0 | 1.2 | 9
COC(=O)c1cc(O)c(O)c(O)c1 | 6 | 0.72 | 17 | 4 | 28 | 8 | 22 | 0.83 | -8
COc1cc2c(cc1OC)C(C)N(C(=O)Nc1cc(C)cc(C)c1)CC2 (centres undefined) | 9 | 1.1 | 1 | 12 | -7 | 23 | 13 | 0.99 | -8
CC1CCCC(NC(=O)Nc2cccs2)C1C (centres undefined) | 10 | 0.95 | -3 | 56* | 5 | 55* | 22 | 1 | 26
N/C(Cn1cncn1)=N\NC(=O)C(=O)Nc1ccccc1 | -4 | 0.95 | -13 | -9 | 5 | -9 | -7 | 1.1 | 1
COC(=O)c1cc(S(=O)(=O)N2CCCCCC2)c[nH]1 | 1 | 0.99 | -6 | 3 | 1 | -19 | 7 | 1.1 | -6
COc1cccc(C(C)NC(=S)NCc2ccc(F)cc2)c1 (centres undefined) | 17 | 1.4 | -25 | 25 | -44 | 42* | 9 | 1.3 | 23
CC12CCC(=O)N1C(C(=O)Nc1nc3c(F)cc(F)cc3s1)CS2 (centres undefined) | 10 | 0.9 | 23 | 0 | 10 | 32 | 15 | 0.77 | -1
CCOc1ccc(C(=O)OC2CCN(C)CC2)cc1 | 1 | 0.94 | 6 | -12 | 6 | -22 | -9 | 0.94 | -1
c1coc(CNc2nc(-c3cccs3)cs2)c1 | 15 | 0.55 | 0 | 7 | 45* | 32 | 3 | 1 | -7
CCOC(=O)C1(CCOC)CCN(Cc2nc(-c3cccs3)oc2C)CC1 | 1 | 1 | 0 | 9 | -2 | 4 | 14 | 1 | -8
C=CCn1c(SCC(N)=O)nc2scc(-c3ccc(C)o3)c2c1=O | 2 | 0.96 | -15 | 17 | 4 | 16 | -3 | 1.2 | 7
CC(=O)Nc1cccc(C(=O)N/N=C/c2ccc(F)cc2)c1 | -10 | 0.9 | -3 | 4 | 10 | -6 | -9 | 1 | -6
COc1cc(CNCc2ccccn2)ccc1OCC(=O)NC(C)(C)C | 1 | 0.97 | -11 | -18 | 3 | 18 | 0 | 1.1 | -2
Cc1ccc2nc(NC(=O)C(NS(=O)(=O)c3cccc4nsnc34)C(C)C)sc2c1 (centres undefined) | 15 | 0.95 | -18 | 11 | 5 | 16 | -1 | 1.2 | -16
NC(=O)c1cccn1Cc1cccc(Cl)c1 | 0 | 0.98 | 0 | -12 | 2 | -6 | -7 | 0.99 | 0
Cc1ccc(C2=NS(=O)(=O)N(C)C(C(=O)NC(C)c3ccccc3)=C2)cc1 (centres undefined) | 4 | 1 | -8 | 0 | -1 | 3 | 12 | 1.1 | -12
CCc1sc(C(=O)Nc2ccc(NC(C)=O)cc2)cc1C | -2 | 1.1 | 2 | 5 | -5 | -2 | 25 | 0.98 | -3
Cc1nc2ncnn2c(C)c1CCC(=O)NCc1ccco1 | -10 | 0.9 | 14 | -7 | 10 | 5 | 11 | 0.86 | -8

# A draw from above in order of length of the SMILES, high to low.
Compound | Apaf1 inhib | mIAP act | hIAP block | TIM10 inh | mIAP block | tim10-1 inh | NLRP3 yeast inh | hIAP act | ATG4B inh
C/C=C(\C)C(=O)OC1CC(C)(C)C[C@H]2C3=CC[C@@H]4[C@@]5(C)CCC(O[C@@H]6O[C@@H](C(=O)O)[C@@H](O)C(O[C@@H]7OC[C@H](O)[C@@H](O)[C@@H]7O[C@@H]7OC(CO)C(O)[C@@H](O)[C@@H]7O)C6O[C@@H]6OC(CO)C(O)C(O)C6O)[C@@](C)(CO)[C@@H]5CC[C@]4(C)[C@]3(C)CC(O)[C@@]12CO (some centres undefined) | -1 | 0.94 | -21 | 0 | 6 | 28 | 0 | 1.2 | 9
Cc1ccc(C2=NS(=O)(=O)N(C)C(C(=O)NC(C)c3ccccc3)=C2)cc1 (centres undefined) | 4 | 1 | -8 | 0 | -1 | 3 | 12 | 1.1 | -12
Cc1cccc(NS(=O)(=O)c2cccc(C(=O)NCCCN3CCCC3=O)c2)c1 | 8 | 0.89 | -4 | -1 | 11 | -3 | -9 | 1 | 4
CC12CCC(=O)N1C(C(=O)Nc1nc3c(F)cc(F)cc3s1)CS2 (centres undefined) | 10 | 0.9 | 23 | 0 | 10 | 32 | 15 | 0.77 | -1
Cc1nn(C(C)(C)C)c(NC(=O)c2ccc(Cl)cc2Cl)c1Br | -14 | 1 | -18 | 13 | -1 | 15 | 3 | 1.2 | -9
CC(=O)Nc1cccc(C(=O)N/N=C/c2ccc(F)cc2)c1 | -10 | 0.9 | -3 | 4 | 10 | -6 | -9 | 1 | -6
Cc1ccc(-c2cc(=O)c3ccc(Cl)cc3[nH]2)cc1 | 2 | 1 | -1 | 8 | -1 | -11 | 4 | 1 | -3
COc1cccc(C(C)NC(=S)NCc2ccc(F)cc2)c1 (centres undefined) | 17 | 1.4 | -25 | 25 | -44 | 42* | 9 | 1.3 | 23
CCC(=O)Nc1cccc(NC(=O)c2ccccc2Cl)c1 | -7 | 0.97 | -8 | 12 | 3 | 20 | 5 | 1.1 | 3
Cc1nc2ncnn2c(C)c1CCC(=O)NCc1ccco1 | -10 | 0.9 | 14 | -7 | 10 | 5 | 11 | 0.86 | -8
CCOc1ccc(C(=O)OC2CCN(C)CC2)cc1 | 1 | 0.94 | 6 | -12 | 6 | -22 | -9 | 0.94 | -1
c1coc(CNc2nc(-c3cccs3)cs2)c1 | 15 | 0.55 | 0 | 7 | 45* | 32 | 3 | 1 | -7
NC(=O)c1cccn1Cc1cccc(Cl)c1 | 0 | 0.98 | 0 | -12 | 2 | -6 | -7 | 0.99 | 0
COC(=O)c1cc(O)c(O)c(O)c1 | 6 | 0.72 | 17 | 4 | 28 | 8 | 22 | 0.83 | -8

# (list continues)
Compound | Apaf1 inhib | mIAP act | hIAP block | TIM10 inh | mIAP block | tim10-1 inh | NLRP3 yeast inh | hIAP act | ATG4B inh
CCn1c(CNc2ccc(Cl)cc2)nnc1SCC(=O)NCc1ccccc1 | 6 | 1 | -4 | -30 | -2 | 17 | 7 | 1 | -9
Cc1ccnc(NC(=O)c2cc3c(=O)oc4ccc(C)cc4c3s2)c1 | -17 | 0.99 | -12 | 9 | 1 | 11 | 34 | 1.1 | 5
CCn1nc(C)c(CNC(=O)C2CCC(=O)N(Cc3ccc(Cl)cc3)C2)c1C (centres undefined) | -4 | 0.94 | -2 | 7 | 6 | 8 | 15 | 1 | 3
Cn1c(SCC(=O)Nc2ccc3c(c2)OCCO3)nnc1-c1ccco1 | -4 | 0.99 | -18 | 0 | 1 | 13 | 25 | 1.2 | -12
CC(=O)N1CC2(c3ccccc3)CN(C(C)=O)CC(c3ccccc3)(C1)C2=O | -24 | 0.96 | -7 | -3 | 4 | 11 | 1 | 1.1 | 4
CCc1ccc(C(=O)COc2ccc(NC(C)=O)cc2)cc1 | 7 | 1.1 | -11 | 5 | -7 | 19 | 31 | 1.1 | -10
O=C(COc1ccc(Cl)cc1)Nc1ccccc1C(=O)NCc1cccnc1 | 0 | 1.1 | 13 | -14 | -5 | 0 | 17 | 0.87 | 3
CN(C)c1ccc(CNC(=O)CN(C)S(=O)(=O)c2ccc3c(c2)c(=O)n(C)c(=O)n3C)cc1 | 5 | 0.98 | -7 | 6 | 2 | -13 | 2 | 1.1 | -4
O=C1c2ccccc2NC(c2ccc(O)cc2)N1/N=C/c1ccc(O)cc1 (centres undefined) | 10 | 1 | -10 | 8 | -1 | 5 | -11 | 1.1 | -5
COc1ccc(-c2noc3c2-c2nc(-c4ccccc4Cl)sc2CC3)cc1 | -7 | 0.91 | 5 | 2 | 9 | 20 | 18 | 0.95 | -1
C#CCOCCOCCOCCNc1nc(N2CCN(C(=O)[C@H](CCCCN)n3cc([C@@H](N)CO)nn3)CC2)nc(N2CCN(C(=O)[C@H](Cc3cc4ccccc4[nH]3)n3cc([C@@H](N)Cc4ccc(O)cc4)nn3)CC2)n1 | 55* | 1.1 | -21 | 1 | -11 | 7 | 11 | 1.2 | nt
COc1cccc2cc3c(=O)oc4ccccc4c3nc12 | 10 | 1 | 5 | 14 | -1 | 24 | 10 | 0.95 | -9
O=C(Cn1cnc2ccccc21)N/N=C/c1cccs1 | 0 | 0.92 | 8 | 2 | 8 | 7 | 2 | 0.92 | 0
N#CCCN(C(=O)COC(=O)CCc1nc2ccccc2c(=O)[nH]1)c1ccc(F)cc1 | -3 | 1.1 | -4 | 4 | -10 | -6 | 10 | 1 | 0
Cc1csc(NC(=O)CSc2nncs2)n1 | 0 | 0.96 | 0 | -1 | 4 | -13 | 8 | 1 | -8
OC(COc1ccc(CN2CCCCO2)cc1)CN1CCCCC1 (centres undefined) | 2 | 1 | -7 | -17 | -4 | -7 | 0 | 1.1 | 3
CNc1nc(NCc2ccccc2)nc(N)c1[N+](=O)[O-] | -1 | 1.1 | 6 | 2 | -6 | 0 | 17 | 0.94 | 2
Cc1cccc(NS(=O)(=O)Cc2ccccc2)c1C | 13 | 0.96 | -1 | 4 | 4 | 23 | 14 | 1 | -8
CC(C)(C)NC(=O)c1ccc(COc2ccc(Cl)cc2Cl)o1 | 20 | 1 | -11 | 27 | -4 | 25 | -6 | 1.1 | 4
COC(=O)Cc1csc(NC(=O)CSc2nncn2C)n1 | -3 | 1 | -2 | 2 | -3 | -7 | 7 | 1 | -5
CCN(CCO)c1nc(N2CCCCC2)c2cnn(C)c2n1 | -1 | 1 | -33 | -7 | -3 | 32 | 12 | 1.3 | -10
Cc1cccc(N(CC(=O)Nc2c(C)n(C)n(-c3ccccc3)c2=O)S(C)(=O)=O)c1 | 5 | 0.91 | -12 | -4 | 9 | 0 | 7 | 1.1 | 4
